Bioassay records as filed in PubChem.
Pin1 inhibitor: blocks the human prolyl isomerase Pin1. Pin1 FP peptide displacement, HiFluor488, 10 min. Potency, µM (highest dose often 115 µM), without a hit: at the highest dose activity, negative = inhibition, actives largely listed as inhibitors. 390,000 compounds, 0.009% hits; active means well fitted inhibition curve with a large enough effect in the polarisation, with a control signal flat, not every such curve was filed as active; inconclusive means small, poorly fitted or top-dose-only effect, or effect the other way, or a change in a side signal; inactive means no such curve, though single readings can be large or run the other way; the % refers to the polarisation; further: potency means the concentration at half of the fitted maximal effect; on the % scale 0 is the no-effect control and ±100 the full control effect
Target sequence (Q13526 whole entry, looked up): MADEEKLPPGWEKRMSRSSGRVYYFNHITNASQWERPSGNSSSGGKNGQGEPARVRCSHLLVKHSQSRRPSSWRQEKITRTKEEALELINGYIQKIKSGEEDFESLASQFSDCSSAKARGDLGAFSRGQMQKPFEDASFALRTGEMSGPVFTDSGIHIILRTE
TrxR1 substrate: rat thioredoxin reductase 1 substrate activity; O89049; 390,000 compounds, 0.01% hits; Potency, µM (titrated, usually from 114 µM), for inactives: top-dose activity change, negative = substrate turnover; AID 588456; purified TrxR1 substrate turnover, NADPH consumption readout; further: potency means the concentration at half of the fitted maximal effect; on the % scale 0 is the no-effect control and ±100 the full control effect; nearly all actives have a fitted effect of over 50% in size
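Rat TrxR1, dispensed at 90 nM, was prereduced with 400 uM NADPH (final) for 5 min at ~22 deg C, then incubated with compound 15 min before 400 uM selenite. A first-read NADPH fluorescence drop versus no-compound background flagged substrates.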
TRHR PAM: allosterically enhances the human TRH receptor; TRHR cells, fluo-8 calcium fluorescence, EC20 TRH enhancement; enhancement, % at 2 µM; 360,000 compounds, 0.66% hits; in the data active means enhancement above about 30%; further: 0% is about no effect
Target sequence (P34981 whole entry, looked up): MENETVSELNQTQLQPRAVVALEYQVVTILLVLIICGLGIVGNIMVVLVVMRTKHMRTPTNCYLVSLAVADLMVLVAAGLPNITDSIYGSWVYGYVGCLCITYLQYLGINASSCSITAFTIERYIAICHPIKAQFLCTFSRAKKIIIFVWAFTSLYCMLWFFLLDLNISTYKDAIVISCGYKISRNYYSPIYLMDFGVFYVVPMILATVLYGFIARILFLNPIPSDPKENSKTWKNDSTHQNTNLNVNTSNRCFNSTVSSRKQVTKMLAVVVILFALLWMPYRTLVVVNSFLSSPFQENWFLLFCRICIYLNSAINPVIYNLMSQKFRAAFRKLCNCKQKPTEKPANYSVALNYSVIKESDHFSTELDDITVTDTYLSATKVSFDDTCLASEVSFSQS
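Enhancer read-out: after compound pinning and an initial kinetic agonist-mode read, an EC20 of TRH (10 nM final) was injected and fluo-8 calcium signal (Ex 480/Em 530) followed at 1 s/cycle for 100 cycles in TRHR-expressing cells.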
TrxR1 inh: rat TrxR1 inhibition; AID 588453; Potency, µM (titrated, usually from 114 µM), for the others: top-dose activity change, negative = inhibition, usual class: inhibitors; recombinant rTrxR1, NADPH fluorescence consumption, selenite substrate; O89049; 390,000 compounds, 1% hits; further: potency means the concentration at half of the fitted maximal effect; on the % scale 0 is the no-effect control and ±100 the full control effect; nearly all actives have a fitted effect of over 65% in size
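Rat TrxR1 (90 nM in the dispensed reagent) was pre-reduced with 400 uM NADPH for 5 min at room temperature, then incubated with compound for 15 min. After 400 uM selenite was added, NADPH fluorescence (Ex 340/Em 450 nm) was followed for 8 min.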
TRHR ag: activates the human TRH receptor | TRHR cells, calcium flux fluo-8, FDSS agonist mode | activation, % at 2 µM | 360,000 compounds, 0.18% hits | AID 493084 | P34981; in the data active means activation above about 30%; further: 0% is about no effect
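Agonist-mode FDSS calcium read (Ex 480/Em 530, 1 s cycles) in 1536-well TRHR cells with fluo-8 dye, after 10-cycle baseline and 23 nL compound addition; TRH at EC20 (10 nM final) added afterwards for the enhancer phase.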
D2 antag: D2 dopamine receptor (human) antagonism; HEK293 TREx D2 cells, calcium flux, dopamine EC80; P14416; 340,000 compounds, 2% hits; inhibition, % at 10 µM; in the data active means inhibition above about 30%; further: 0% is about no effect
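Tetracycline-induced HEK293 T-REx cells expressing D2 force-coupled to calcium signalling were dye-loaded, exposed to compound for 180 s, then challenged with an EC80 of dopamine; calcium flux was followed kinetically for a further 180 s.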
USP1-UAF1 inh: USP1/UAF1 (human) deubiquitinase inhibition; 390,000 compounds, 0.23% hits; Potency, µM (highest dose often 57.1 µM), without a hit: at the highest dose activity change, negative = inhibition, hits mostly inhibitors; O94782; AID 743255; recombinant USP1/UAF1, Ub-Rhodamine cleavage fluorescence; further: potency means the concentration at half of the fitted maximal effect; on the % scale 0 is the no-effect control and ±100 the full control effect; nearly all actives have a fitted effect of over 60% in size; inactives centre near -12
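1 nM enzyme complex + cpd, 15 min RT; start with Ub-Rho 150nM final; kinetic fluorescence ex 480/em 540, 6 reads q60 s. Buffer 50mM HEPES pH 7.8, 0.5mM EDTA, 0.1 mg/ml BSA, 1mM TCEP, 0.01% Tween-20.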
IDH1 R132H inh: inhibitors of human mutant IDH1 R132H. IDH1-R132H enzyme, NADPH consumption, diaphorase/resazurin fluorescence. O75874. AID 602179. 390,000 compounds, 0.093% hits. Potency, µM (titrated, usually from 76.6 µM), for the others: top-dose activity change, negative = inhibition, actives largely listed as inhibitors; further: potency means the concentration at half of the fitted maximal effect; on the % scale 0 is the no-effect control and ±100 the full control effect; nearly all actives have a fitted effect of over 65% in size
Target sequence (O75874 whole entry R132H, stated change not applied): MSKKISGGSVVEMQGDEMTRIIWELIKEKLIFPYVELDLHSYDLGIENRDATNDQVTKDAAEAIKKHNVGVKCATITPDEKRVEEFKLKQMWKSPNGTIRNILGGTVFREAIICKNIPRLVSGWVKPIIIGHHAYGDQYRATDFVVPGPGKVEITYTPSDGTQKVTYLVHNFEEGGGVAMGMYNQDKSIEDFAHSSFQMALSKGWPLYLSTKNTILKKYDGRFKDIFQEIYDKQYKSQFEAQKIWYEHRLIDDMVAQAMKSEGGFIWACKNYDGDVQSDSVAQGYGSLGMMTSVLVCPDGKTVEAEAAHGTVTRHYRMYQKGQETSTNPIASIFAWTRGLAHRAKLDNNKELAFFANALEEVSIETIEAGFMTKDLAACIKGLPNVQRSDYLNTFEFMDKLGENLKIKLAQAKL
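IDH1-R132H (0.5 ug/mL) preincubated 30 min with compound, then NADPH (0.016 mM) and alpha-KG (2 mM) added; 80 min at RT, pH 7.5. Remaining NADPH coupled via diaphorase/resazurin to fluorescence (540/590 nm); concentration-response curves normalized to no-enzyme control.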
D2 agonist: D2 dopamine receptor (human) agonism; P14416; HEK293 T-REx D2 cells, calcium flux agonist mode; 340,000 compounds, 0.53% hits; activation, % at 2 µM;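 active means activation over 3 SD above normal in the single-dose calcium agonist read, cut at about 30% in these data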; further: 0% is about no effect
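Tetracycline-induced HEK293 Trex cells with D2 receptor force-coupled to calcium signaling, plated overnight at 30 C and loaded with no-wash calcium dye. Calcium flux read kinetically for 180 s after compound addition; responses flag agonists.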
The depositor's hits bear a star; & = joins results of further samples; [ ] = another dose, or the depositor's remark. Unless noted, the call rests on the fitted dose curve; in most records, active means well fitted inhibition curve with a large enough effect; inconclusive means small, poorly fitted or top-dose-only effect; inactive means no such curve, though single readings can be large or run the other way. A portion of the library. The share of hits here may be higher or lower than overall.

Results for CCOc1ccc(CNS(=O)(=O)c2ccc3[nH]c(=O)ccc3c2)cc1 ?
Pin1 inhibitor: 3%; TrxR1 substrate: 2%[57.1 µM]; TRHR PAM: -2; TrxR1 inh: 13%[57.1 µM]; TRHR ag: -0.1; USP1-UAF1 inh: -30%; IDH1 R132H inh: 2%; D2 agonist: 1.2

How did Cc1ccc(C(=O)C2=C(O)C(=O)N(c3ncccn3)C2c2ccc(Br)cc2)o1 (stereo not drawn) do in these assays?
Pin1 inhibitor: 0%; TrxR1 substrate: -1%; TRHR PAM: 6; TrxR1 inh: -8%; TRHR ag: 0.0; D2 antag: 6; USP1-UAF1 inh: -17%; IDH1 R132H inh: -4%; D2 agonist: -0.2

How did CS(=O)(=O)N(Cc1ccc(C(=O)NC2CCCCC2O)cc1)c1ccccc1 (stereo not drawn) do in these assays?
Pin1 inhibitor: -6%; TrxR1 substrate: -2%; TRHR PAM: 3; TrxR1 inh: 7%; TRHR ag: 0.5; D2 antag: 1; USP1-UAF1 inh: -8%; IDH1 R132H inh: -5%; D2 agonist: -0.2

Results for COc1ccc(S(=O)(=O)NCC(c2ccco2)S(=O)(=O)c2cccs2)cc1F (stereo not drawn) ?
Pin1 inhibitor: -6%; TrxR1 substrate: 0%[57.1 µM]; TRHR PAM: -3; TrxR1 inh: inconclusive; TRHR ag: 3.9; USP1-UAF1 inh: -27%; IDH1 R132H inh: 0%; D2 agonist: 2.8

What do the screens show for `O=C(NNC(=O)c1ccccc1O)c1ccc(-c2ccc([N+](=O)[O-])cc2)o1`?
Pin1 inhibitor: -3%; TrxR1 substrate: -6%[57.1 µM]; TRHR PAM: 3; TrxR1 inh: -3%[57.1 µM]; TRHR ag: -0.1; D2 antag: -7; USP1-UAF1 inh: -12%; IDH1 R132H inh: -4%; D2 agonist: -0.7

Results for Cc1cc([N+](=O)[O-])nn1Cc1noc(C(=O)NCCc2ccccn2)n1 ?
Pin1 inhibitor: -1%; TrxR1 substrate: -2%; TRHR PAM: 3; TrxR1 inh: 21%[57.1 µM]; TRHR ag: 0.6; D2 antag: -1; USP1-UAF1 inh: -15%; IDH1 R132H inh: 2%; D2 agonist: -0.3

How did O=C(c1cc2ccccc2oc1=O)N(Cc1ccco1)Cc1cccs1 do in these assays?
Pin1 inhibitor: 1%; TrxR1 substrate: -1%; TRHR PAM: -4; TrxR1 inh: -16%; TRHR ag: -0.6; D2 antag: 5; USP1-UAF1 inh: -2%; IDH1 R132H inh: 2%; D2 agonist: -0.7

How did Cc1ccc(CNC(=O)Cn2nnc3ccccc3c2=O)cc1 do in these assays?
Pin1 inhibitor: -3%; TrxR1 substrate: -7%; TRHR PAM: 20; TrxR1 inh: -15%; TRHR ag: 0.7; USP1-UAF1 inh: -17%; IDH1 R132H inh: 1%

How did O=C(NCc1ccc(F)cc1)Nc1ccccc1 do in these assays?
Pin1 inhibitor: -3%; TrxR1 substrate: 4%; TRHR PAM: -3; TrxR1 inh: 15%; TRHR ag: 0.2; D2 antag: -15; USP1-UAF1 inh: -25%; IDH1 R132H inh: -6%; D2 agonist: 1.0

How did O=C(NCCCN1CCCC1)c1ccc(CSCc2cccc(Cl)c2)o1 do in these assays?
Pin1 inhibitor: 2%; TrxR1 substrate: 6%; TRHR PAM: 0; TrxR1 inh: 17%; TRHR ag: 0.6; D2 antag: -1; USP1-UAF1 inh: -7%; IDH1 R132H inh: 2%; D2 agonist: 0.4

How did O=[N+]([O-])c1ccc(Sc2cc[n+]([O-])c3ccccc23)c([N+](=O)[O-])c1 do in these assays?
Pin1 inhibitor: 0%; TrxR1 substrate: -3%[57.1 µM]; TRHR PAM: 0; TrxR1 inh: inconclusive; TRHR ag: 0.1; D2 antag: 12; USP1-UAF1 inh: 1%; IDH1 R132H inh: -2%; D2 agonist: 1.0

How did CCc1ccc(-c2cc(C(=O)Nn3cnnc3)c3ccccc3n2)cc1 do in these assays?
Pin1 inhibitor: 0%; TrxR1 substrate: 2%; TRHR PAM: 15; TrxR1 inh: 3%; TRHR ag: 0.0; D2 antag: -13; USP1-UAF1 inh: -5%; IDH1 R132H inh: 8%; D2 agonist: 0.4

What do the screens show for `Cc1c(C)c2cc3c(C)coc3cc2oc1=O`?
Pin1 inhibitor: -4%; TrxR1 substrate: 8%; TRHR PAM: 41*; TrxR1 inh: 15%; TRHR ag: 0.5; D2 antag: -4; USP1-UAF1 inh: -9%; IDH1 R132H inh: -3%; D2 agonist: 1.1

How did CC1(C)CC2(CC(C)(C)N1)OC(=O)N1CCc3ccccc3C12C (stereo not drawn) do in these assays?
Pin1 inhibitor: 1%; TrxR1 substrate: 1%[57.1 µM]; TRHR PAM: -2; TrxR1 inh: 6%[57.1 µM]; TRHR ag: 0.1; D2 antag: -5; USP1-UAF1 inh: -15%; IDH1 R132H inh: -4%; D2 agonist: -0.4

Results for O=C(Cc1ccc2ccccc2c1)Nc1ccccc1Br ?
Pin1 inhibitor: 4%; TrxR1 substrate: 1%[57.1 µM]; TRHR PAM: -3; TrxR1 inh: 27%[57.1 µM]; TRHR ag: -1.1; D2 antag: 6; USP1-UAF1 inh: -33%; IDH1 R132H inh: 5%; D2 agonist: 0.7

How did Fc1ccc(CNC(=S)NCc2ccc(F)cc2)cc1 do in these assays?
Pin1 inhibitor: 3%; TrxR1 substrate: 24%; TRHR PAM: 0; TrxR1 inh: 27%[57.1 µM]; TRHR ag: -0.2; D2 antag: -26; USP1-UAF1 inh: inconclusive; IDH1 R132H inh: 16%; D2 agonist: 0.2

Results for Nc1cccc(-c2nc3ncccc3o2)c1 ?
Pin1 inhibitor: -1%; TrxR1 substrate: -4%; TRHR PAM: -2; TrxR1 inh: -2%[57.1 µM]; TRHR ag: 0.3; D2 antag: 6; USP1-UAF1 inh: -6%; IDH1 R132H inh: 6%; D2 agonist: 0.4

Results for COC(=O)CCC(=O)OC1(C)C(=O)C=C2C=C(C3CC3)N(Cc3ccccc3)C=C2C1=O (stereo not drawn) ?
Pin1 inhibitor: -29%; TrxR1 substrate: 0%[57.1 µM]; TRHR PAM: -5; TrxR1 inh: 8%[57.1 µM]; TRHR ag: -0.1; D2 antag: -15; USP1-UAF1 inh: inconclusive; IDH1 R132H inh: 0%; D2 agonist: -0.2

How did CCOC(=O)C1(CCOC)CCN(Cc2ccncc2)CC1 do in these assays?
Pin1 inhibitor: 0%; TrxR1 substrate: 1%; TRHR PAM: -2; TrxR1 inh: 13%; TRHR ag: 0.2; D2 antag: 2; USP1-UAF1 inh: -8%; IDH1 R132H inh: 7%; D2 agonist: -0.7

How did CCc1ccc(CNC(=O)c2ccc(CS(=O)(=O)Cc3ccccc3C)o2)cc1 do in these assays?
Pin1 inhibitor: -3%; TrxR1 substrate: 6%[57.1 µM]; TRHR PAM: -4; TrxR1 inh: 17%[57.1 µM]; TRHR ag: -0.8; USP1-UAF1 inh: inconclusive; IDH1 R132H inh: -6%; D2 agonist: 0.3

How did COc1ccccc1N1C(=O)CC(N(O)c2ccccc2)C1=O (stereo not drawn) do in these assays?
Pin1 inhibitor: -9%; TrxR1 substrate: 4%[57.1 µM]; TRHR PAM: 0; TrxR1 inh: -56%; TRHR ag: 0.5; D2 antag: 0; USP1-UAF1 inh: -12%; IDH1 R132H inh: 6%; D2 agonist: 0.5

What do the screens show for `COc1ccccc1CNS(=O)(=O)c1ccc2c(c1)NC(=O)CC(=O)N2`?
Pin1 inhibitor: -7%; TrxR1 substrate: 2%; TRHR PAM: -1; TrxR1 inh: 21%; TRHR ag: 0.2; USP1-UAF1 inh: inconclusive; IDH1 R132H inh: -5%; D2 agonist: 0.3

What do the screens show for `O=C(Nc1ccc(Cl)cc1C(=O)N1CCCCC1)c1ccco1`?
Pin1 inhibitor: -1%; TrxR1 substrate: 10%[57.1 µM]; TRHR PAM: -2; TrxR1 inh: 33%[57.1 µM]; TRHR ag: 0.0; D2 antag: -23; USP1-UAF1 inh: -21%; IDH1 R132H inh: 0%; D2 agonist: -0.6

What do the screens show for `COc1ccc(NC(=O)CC2C(=O)N(c3ccc(OC)cc3)C(=O)N2CCc2cccs2)cc1` (stereo not drawn)?
Pin1 inhibitor: -2%; TrxR1 substrate: -6%; TRHR PAM: -1; TrxR1 inh: 1%; TRHR ag: -0.7; D2 antag: 8; USP1-UAF1 inh: -15%; IDH1 R132H inh: 7%; D2 agonist: 0.5

What do the screens show for `CC1CCN(CCc2nc3cc(NS(=O)(=O)c4ccccc4)ccc3n2C)CC1`?
Pin1 inhibitor: -3%; TrxR1 substrate: 21%[57.1 µM]; TRHR PAM: -6; TrxR1 inh: 7%[57.1 µM]; TRHR ag: -0.2; D2 antag: 30*; USP1-UAF1 inh: -12%; IDH1 R132H inh: 6%; D2 agonist: 0.6

What do the screens show for `CN(C)C(=O)c1ccc(NC(=O)COC(=O)C2(c3ccccc3)CCCC2)cc1`?
Pin1 inhibitor: inconclusive; TrxR1 substrate: -1%; TrxR1 inh: 18%; USP1-UAF1 inh: 5%; IDH1 R132H inh: -4%

How did CCOc1ccc(CCNC(=O)CN2C(=O)COc3ccc(S(=O)(=O)N4CCC(C)CC4)cc32)cc1 do in these assays?
Pin1 inhibitor: -7%; TrxR1 substrate: -4%; TRHR PAM: -11; TrxR1 inh: 1%; TRHR ag: -0.2; USP1-UAF1 inh: -13%; IDH1 R132H inh: -11%; D2 agonist: -0.8

Results for CCCCNc1nc2c(c(=O)n(Cc3ccccc3)c(=O)n2C)n1C ?
Pin1 inhibitor: -10%&-5%; TrxR1 substrate: -7%&4%; TRHR PAM: -5&-8; TrxR1 inh: 10%&11%; TRHR ag: -0.9&-0.1; D2 antag: 6; USP1-UAF1 inh: -5%&-23%; IDH1 R132H inh: 12%&-6%; D2 agonist: -0.1&0.3
